HSP90 refold inh – HSP90 inhibitors, primary screen, cell lysate, luminescence; Rabbit reticulocyte lysate, luciferase refolding luminescence, 3 h; inhibition, % at 5.6 µM; 290,000 tested, 0.91% active;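 active = inhibition above the screen-wide mean plus 3 SD, computed separately per campaign, cut at about 16% in these data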;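 note: 0% = DMSO wells and 100% = 60 µM geldanamycin wells; inhibitors lower the luminescence because luciferase stays unfolded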
aSyn 5UTR inh – MLPCN primary screen, SNCA 5' untranslated region; alpha-synuclein 5'UTR reporter, inhibitor activity; inhibition, % (tested at 7.5 µM); 300,000 tested, 0.82% active; AID 1813, 2009; in the data active = inhibition above about 60%;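 note: H4 neuroglioblastoma cells stably carrying SNCA 5'UTR luciferase fusion; 0% = DMSO wells and 100% = positive control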
HSF1 activator – HSF-1 activators, primary screen, NIH3T3-HGL cells, MG132 stress, luminescence, single point | NIH3T3-HGL HSF-1 luciferase reporter, 8 h; 100% = twice DMSO control signal | activation, % at 9 µM | 300,000 tested, 1.7% active | AID 504408, 2011;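 active = mean replicate activation of at least 50% with a set share of replicates each reaching 50%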;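 note: 0% = median of the neutral control wells and 100% = twice that signal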
GSK3 alpha inh – blockers of GSK3A enzyme activity – biochemical, luminescence, cell-free homogeneous, HTS, primary screen; 320,000 tested, 0.1% active; inhibition, % at 10 µM; GSK-3 alpha kinase, ADP-Glo luminescence, 60 min; AID 2650, 2010; Glycogen synthase kinase-3 alpha (Homo sapiens), P49840;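 in the data active = inhibition above about 50%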;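 note: GST-tagged GSK-3 alpha with peptide substrate and 25 µM ATP; 0% = DMSO neutral wells and 100% = GW8510 positive control wells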
Target sequence (P49840 whole entry, looked up): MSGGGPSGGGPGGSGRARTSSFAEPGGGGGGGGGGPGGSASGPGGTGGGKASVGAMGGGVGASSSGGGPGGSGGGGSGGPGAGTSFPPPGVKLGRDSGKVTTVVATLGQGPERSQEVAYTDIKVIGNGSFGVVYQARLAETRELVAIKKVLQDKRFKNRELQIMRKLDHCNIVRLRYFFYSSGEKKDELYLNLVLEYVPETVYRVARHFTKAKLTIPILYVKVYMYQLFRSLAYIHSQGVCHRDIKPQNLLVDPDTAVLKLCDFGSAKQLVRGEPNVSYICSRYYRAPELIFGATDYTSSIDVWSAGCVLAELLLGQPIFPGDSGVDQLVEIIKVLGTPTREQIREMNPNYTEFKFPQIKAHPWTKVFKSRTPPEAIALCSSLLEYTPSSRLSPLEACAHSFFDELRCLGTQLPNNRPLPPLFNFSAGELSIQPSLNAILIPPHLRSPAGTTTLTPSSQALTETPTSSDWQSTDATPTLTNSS
AI-2 QS mod – Vibrio harveyi AI-2 quorum sensing modulators, primary screen, JMH597 strain, luminescence/OD600 ratio. Vibrio harveyi JMH597 AI-2 luminescence/OD600 ratio, 9 h; active compounds read low; strain lacks LuxN and CqsS sensors; 0 = neutral-control median. activity change, % at 7.5 µM. 300,000 tested, 0.4% active. AID 2094, 2009; in the data active = activity change below about -75%, passing the limit was not always enough;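 note: luminescence divided by OD600 gain over 9 h not by final OD600 alone; inactives centre near 13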
HIF activator – HIF pathway transcriptional activators, primary screen, cell-based, U2OS HRE-luciferase, luminescence | 300,000 tested, 0.32% active | activation, % at 7.5 µM (by protocol) | U2OS HRE-luciferase reporter; normalized: DMSO 0%, desferrioxamine 100%;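 active = mean activation of at least 10% of the iron chelator positive control signal, with at least half of replicates also reaching 10%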
HSF1 inh – HSF1 inhibitors in luciferase reporter cells, primary screen, cell-based, NIH3T3, luminescence; NIH3T3-HGL HSE-luciferase, MG132-induced, luminescence 8 h; active compounds read low; activity change, negative = inhibition, % at 7.5 µM (by protocol); 300,000 tested, 0.77% active;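 active = more than half of replicate wells show activity change below -50%, luminescence cut by over half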;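 note: luciferase reports HSF-1 transcriptional activity via heat shock element; 0% = median of DMSO wells and -100% = zero luminescence signal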
IEC-6 cytotox – cytotoxicity in IEC-6 intestinal epithelial cells, primary screen, cytotoxicity control for KLF5 inhibitor project, cell-based, luminescence; 290,000 tested, 0.78% active; inhibition, % at 5 µM; IEC-6 cytotoxicity, luminescence viability; in the data active = inhibition above about 22%;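 note: 0% = plate median of test compound wells and 100% = cytotoxic reference compound wells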
KLF5 inhibitor – KLF5 expression inhibitors, primary screen, DLD-1 cells, luminescence. DLD-1 KLF5 promoter-luciferase reporter. inhibition, % at 5 µM. AID 1700, 2009. 290,000 tested, 0.23% active;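 active = inhibition above a per-plate limit of that plate's mean compound inhibition plus 3 SD, cut at about 60% in these data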;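 note: 0% = DMSO wells and 100% = LY294002 at 200 µM; higher means less KLF5 promoter-driven luciferase light; inactives centre near -14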
GSK3beta inhib – human GSK3beta kinase inhibitors, primary screen, biochemical, cell-free homogeneous, HTS | activity score (negative = inhibition), % at 10 µM | GST-GSK3beta kinase, ADP-Glo luminescence, 60 min; active compounds read low | 300,000 tested, 0.038% active | Glycogen synthase kinase-3 beta (Homo sapiens), P49841 | AID 2097, 2009;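 active = more than half of replicate wells score below -50%, meaning over 50% inhibition versus plate controls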;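 note: 0% = median DMSO wells and -100% = median GW8510 positive control wells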
Target sequence (P49841 whole entry, looked up): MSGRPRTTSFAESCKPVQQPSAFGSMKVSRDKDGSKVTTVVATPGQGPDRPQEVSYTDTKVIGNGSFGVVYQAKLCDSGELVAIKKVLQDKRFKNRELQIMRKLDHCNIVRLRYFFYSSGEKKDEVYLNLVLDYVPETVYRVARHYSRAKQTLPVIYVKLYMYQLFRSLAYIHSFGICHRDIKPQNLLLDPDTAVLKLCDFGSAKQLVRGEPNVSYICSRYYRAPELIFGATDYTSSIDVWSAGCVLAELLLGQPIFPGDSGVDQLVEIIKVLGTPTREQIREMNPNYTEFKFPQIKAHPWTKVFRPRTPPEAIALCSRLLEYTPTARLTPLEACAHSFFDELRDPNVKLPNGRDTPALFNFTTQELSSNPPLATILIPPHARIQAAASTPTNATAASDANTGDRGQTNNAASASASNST
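Test system – GST-tagged human GSK3beta kinase, cell-free · Incubation – 60 min enzyme reaction, room temperature · Signal – ADP-Glo luminescence · Also added – peptide substrate and ATP at 25 µM · Controls – DMSO neutral wells and GW8510 at 20 µM as positive · Buffer or medium – Tris/MgCl2 kinase buffer · Measure – Luminescence-derived activity versus plate DMSO and GW8510 wells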
Starred values were filed as active, the others as inactive; x = not tested or not shown.

SMILES	HSP90 refold inh	aSyn 5UTR inh	HSF1 activator	GSK3 alpha inh	AI-2 QS mod	HIF activator	HSF1 inh	IEC-6 cytotox	KLF5 inhibitor	GSK3beta inhib
C=CCN1CC(=O)N2C(C)c3[nH]c4ccccc4c3C[C@H]2C1=O (stereo partly specified)	-3	13	10	-2	20	-16	-1	4	-16	-1
CNc1ncnc2sc(-c3ccccc3)cc12	-3	-23	-3	0	10	1.4	4	6	-48	-2
NS(=O)(=O)c1ccc(CCNC(=O)CSc2ccc(Cl)cc2)cc1	0	4	-17	-1	32	-0.1	-10	4	-7	0
Oc1ccc(CN2CCN(c3ccccc3)CC2)c2cccnc12	1	80*	-2	-1	4	3.6	0	0	-1	-3
O=C(NCC(=O)N(CC1CCCO1)C(C(=O)NC1CCCCC1)c1ccccc1)c1cccs1 (stereo unspecified)	-1	27	0	-1	9	-0.1	11	4	24	-4
COc1ccc(S(=O)(=O)c2ccc(O)cc2)cc1	-1	-3	1	-1	30	-0.3	-3	-2	-24	3
Cn1cc(C(=O)c2ccc(Cl)cc2Cl)cc1C(=O)O	-1	25	15	-5	21	-0.1	0	-5	-16	0
COc1ccc(S(=O)(=O)N2CCN(CCCOc3ccc(F)cc3)CC2)cc1OC	-5	32	-8	0	21	0.0	-1	5	11	6
COCCCNC(=O)c1ccc2c(=O)n(Cc3ccc(OC)cc3)c(=O)[nH]c2c1	4	-6	0	-1	22	-0.2	-2	-3	1	0
COc1ccc(C(=O)COC(=O)CCN2C(=O)[C@@H]3[C@H](C2=O)[C@@H]2C[C@H]3C(Br)C2Br)cc1 (stereo partly specified)	6	12	-5	2	-6	-0.3	-3	0	-2	2
O=C(CS(=O)(=O)Cc1ccccc1)Nc1ccccc1Cl	-3	0	-1	0	15	-0.2	-3	-4	-3	2
Cc1ccccc1NC(=O)/C(C#N)=C\c1ccsc1	0	6	15	0	20	0.3	16	-6	-5	1
CC(C)(C)C(=O)Nc1cccc(-c2nc3ccccc3[nH]2)c1	-2	-42	-5	-4	17	0.5	2	2	-39	4
C=C(C)COc1ccc(-c2nc(N)ncc2Oc2ccccc2OC)c(O)c1	-1	x	x	-1	x	x	x	-4	-5	x
COc1ccc(-c2ccc(CCC(=O)O)n2CC(C)C)cc1	0	-10	0	-4	12	0.2	8	-2	23	4
CCOc1ccc(C(C)=O)cc1COC(=O)C1=COCCO1	5	-1	6	-1	-10	0.2	-9	5	3	2
CCC(=O)Nc1ccc(Cl)c(NC(=O)c2ccc(Br)o2)c1	-1	1	14	0	-2	0.4	3	0	16	0
c1ccc(C2CCC(N3CCC(N4CCCCC4)CC3)CC2)cc1 (stereo unspecified)	2	-55	-3	0	2	-0.6	-1	-6	-8	-3
O=C1c2ccccc2-c2nnc(-c3ccc(O)cc3)cc21	11	27	11	6	27	-0.5	13	6	-15	-2
OCCC1CN(Cc2cccc3c2OCO3)CCN1C1CCCC1 (stereo unspecified)	-5	-3	-26	0	-2	0.0	-19	3	-32	-6
CC(C)N1CC(C(=O)Nc2cccc([N+](=O)[O-])c2)CC1=O (stereo unspecified)	1	6	26	-1	36	-0.8	0	-3	-26	-3
CC(=O)Nc1ccccc1OCC(=O)NC(C)c1ccccc1 (stereo unspecified)	-2	9	10	-1	16	-0.3	7	-10	-8	1
Cc1ccc(NC(=S)N(CCCN2CCOCC2)Cc2ccco2)cc1Cl	3	-12	22	0	2	0.1	11	6	-4	0
CC1(C)CC(=O)/C(=C(\O)CCCN2C(=O)c3ccccc3C2=O)C(=NCCO)C1	-3	-24	1	-2	x	-0.3	-2	0	-9	x
CC(C(Sc1ccccc1N)c1ccccc1)[N+](=O)[O-] (stereo unspecified)	0	-83	-15	1	32	3.8	-15	0	-17	-4
CCCCCCCCCCCC(=O)N1CC(=O)NC(=O)C1	1	1	-2	-1	6	-0.5	-1	-1	16	0
COc1ccc(N/N=C(\C#N)C(=N)N2CCOCC2)cc1	1	-44	-17	2	15	1.0	-13	-1	-3	1
Cc1ccc(C(=O)NCCCNCCCN(C)C)cn1	5	-13	-4	-1	4	-0.2	-1	8	7	1
O=C1CC(C(=O)NCc2ccccc2)N=C(N2CCCCC2)N1 (stereo unspecified)	2	-12	6	-1	27	0.5	2	-5	3	0
CCOc1ccc(Nc2oc(-c3cccs3)nc2C#N)cc1	2	-36	17	-1	3	1.4	12	2	-75	6
CC1CC(C)CN(CCCNC(=O)Cn2ncn3cccc3c2=O)C1 (stereo unspecified)	-3	32	-8	-1	10	-0.3	-4	-2	2	3
CCc1ccc(S(=O)(=O)NCCc2cn3ccccc3n2)s1	2	-3	-17	3	23	-0.1	-9	9	-21	-8
Cc1ccc(CN2[C@@H]3c4ccccc4C[C@@H]3OCCS2(=O)=O)cc1	-8	-13	-6	-2	17	-0.1	3	-2	-29	-1
Cc1ccc(C)c(C(C)NC(=S)NCc2ccc(F)cc2)c1 (stereo unspecified)	8	18	10	4	-7	-0.5	-3	-1	-18	3
CC1CCCC(C)N1C(=O)c1ccc2c(c1)S(=O)(=O)c1ccccc1C2=O (stereo unspecified)	-2	12	4	-1	38	-22	-2	4	-4	2
N/C(=N\OC(=O)C(c1ccccc1)c1ccccc1)c1ccncc1	1	-25	6	-3	9	0.1	7	5	9	0
COc1ccc(/C=C2\Oc3cc(OC(=O)N4CCOCC4)ccc3C2=O)cc1	-1	10	2	0	-1	-0.7	6	-5	-21	1
CCc1ccccc1NC(=O)NCCN1CCCCC1	1	5	3	0	4	-41	-3	-4	-16	2
O=C(N/N=C(\c1ccccc1)c1ccccn1)c1cccc([N+](=O)[O-])c1	3	99*	x	-1	20	131*	x	89*	67*	1
Cc1ccc(C(=O)NCc2ccco2)cc1Br	-2	-20	11	-2	12	0.2	2	2	-38	3

Fetched one by one from the list above:
SMILES	HSP90 refold inh	aSyn 5UTR inh	HSF1 activator	GSK3 alpha inh	AI-2 QS mod	HIF activator	HSF1 inh	IEC-6 cytotox	KLF5 inhibitor	GSK3beta inhib
O=C(N/N=C(\c1ccccc1)c1ccccn1)c1cccc([N+](=O)[O-])c1	3	99*	x	-1	20	131*	x	89*	67*	1
CC1CC(C)CN(CCCNC(=O)Cn2ncn3cccc3c2=O)C1 (stereo unspecified)	-3	32	-8	-1	10	-0.3	-4	-2	2	3

(further entries)
SMILES	HSP90 refold inh	aSyn 5UTR inh	HSF1 activator	GSK3 alpha inh	AI-2 QS mod	HIF activator	HSF1 inh	IEC-6 cytotox	KLF5 inhibitor	GSK3beta inhib
CC(=O)O/C(=C\c1cn(C(C)=O)c2ccccc12)C(=O)O	-3	14	21	x	11	0.4	-2	7	-12	2
CC(=O)N1c2ccccc2S(=O)(=O)c2ccccc21	x	9	-4	0	15	0.1	-5	x	x	-1
C=CCc1ccc(OCC(O)CN2CCN(Cc3ccc(Cl)cc3)CC2)c(OC)c1 (stereo unspecified)	-2	7	49	-1	-35	0.1	13	0	-8	7
O=C(Nc1cccc(Cn2cccn2)c1)c1cc2c(s1)CCCC2	-3	-139	-10	-1	-16	1.6	-3	6	-126	3
O=C(NNC(=O)C1CC(c2cccnc2)=NO1)Nc1ccccc1F (stereo unspecified)	1	3	-12	0	7	-1.5	-7	10	-23	3
Cc1ccc(C(=O)Nc2nc(N)n(-c3ccccc3)n2)cc1	0	3	13	2	35	1.2	8	2	-6	3
O=C(NC(=S)Nc1cc([N+](=O)[O-])ccc1Cl)c1ccccc1	-4	-85	54*	0	-9	3.5	12	2	-17	-1
CCCc1nnc(SCC(=O)Nc2ccc3c(c2)OCCO3)n1CCOC	-1	20	9	-2	9	0.0	-2	-3	1	-1
Cc1noc(NC(=O)c2ccc(F)cc2)c1C#N	0	-29	2	-5	25	-0.2	-5	10	3	3
CC(=O)c1nn(-c2cccc(Br)c2)cc1C(=O)c1ccco1	1	-13	-12	-4	17	0.4	-7	-3	-12	-11
Cc1ccc(COc2cccc(/C=N/NC(=O)c3nnn(-c4nonc4N)c3C)c2)cc1	-3	-152	-10	-2	31	0.9	-1	-8	-56	1
CCc1ccc(C2(C)SC(NC(C)=O)=NN2C(C)=O)cc1 (stereo unspecified)	2	4	9	-3	14	-0.5	0	-4	-28	2
Cc1c(C(=O)Nc2ccncc2)oc2c1C(=O)CC(C)(C)C2	2	-7	3	3	-7	0.0	-6	-2	-6	20
CN(C)NC(=S)Nc1cccc(Cl)c1	0	-17	4	1	10	-0.3	3	3	-27	2
CN(C)c1ccc(CNCCC2(O)CCOC(C)(C)C2)cc1 (stereo unspecified)	1	x	x	0	x	x	x	4	-23	x
S=c1[nH]nc(COc2ccccc2)n1/N=C/c1ccc(Br)cc1	2	0	-19	0	9	-0.3	-7	0	-58	1
CCN(C(=O)CSc1nnc(NCc2ccccc2)s1)C1CCS(=O)(=O)C1 (stereo unspecified)	-3	-14	-5	-1	7	0.3	-4	1	-19	1
C=CCOC(=O)C(=O)/C=C/c1c(C)n(C)n(-c2ccccc2)c1=O	0	0	-29	5	14	-0.2	-11	-4	3	-2
CCc1ccc(NC(=O)Nc2ccc3c(c2)CCC3)cc1	7	-125	31	2	-4	3.1	14	3	-142	-2
CCc1ccc(N(CC(=O)NC2CCCC2)S(=O)(=O)c2c(C)noc2C)cc1	3	24	-26	6	25	x	-13	5	-34	1

Brought forward from above: two compounds, followed by the next part.
SMILES	HSP90 refold inh	aSyn 5UTR inh	HSF1 activator	GSK3 alpha inh	AI-2 QS mod	HIF activator	HSF1 inh	IEC-6 cytotox	KLF5 inhibitor	GSK3beta inhib
CCc1ccc(NC(=O)Nc2ccc3c(c2)CCC3)cc1	7	-125	31	2	-4	3.1	14	3	-142	-2
CCc1ccc(N(CC(=O)NC2CCCC2)S(=O)(=O)c2c(C)noc2C)cc1	3	24	-26	6	25	x	-13	5	-34	1
Cc1ccc(NC(=O)N2CCC(C(=O)c3ccc(F)cc3)CC2)cc1	9	13	-27	-2	2	0.5	-15	2	-27	3
CCOc1ccccc1N=NC1C(=O)N(C(N)=S)N=C1C (stereo unspecified)	6	-16	7	-1	6	0.1	-2	-1	-5	-3
Cc1ccc(S(=O)(=O)N(C)CC(=O)Oc2ccc(-c3nnco3)cc2)cc1	x	7	-3	2	13	0.3	-6	x	x	-1
C/C(=N\N=C1\NC(=O)C(CC(=O)Nc2ccc(Cl)cc2)S1)c1ccco1 (stereo unspecified)	0	14	11	-5	2	-0.2	-3	-7	-3	1
Cc1ccc(-c2noc(C3CCCN(C(=O)c4ccccc4)C3)n2)o1 (stereo unspecified)	5	-154	25	-2	17	2.1	21	-2	-54	2
CCC(=O)Nc1c(C(=O)N2CCN(c3ccccn3)CC2)cnn1-c1ccc(C)cc1	-6	28	-30	-2	19	-0.1	-16	-5	-48	1
CNC(=O)C1(C)C=CC2(CCCCC2)N1C(=O)OC (stereo unspecified)	x	12	23	-3	20	-0.3	4	x	x	0

Screens from PubChem.
